# Source: PubChem (The Scripps Research Institute Molecular Screening Center)
# PAFAH1B3 inh: PAFAH1B3 enzyme inhibitors, primary screen, biochemical, fluorescence polarization, human; recombinant PAFAH1B3, FP-rhodamine probe; inhibition, % at 3.39 µM; 340,000 tested, 0.28% active;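 active = inhibition above the screen-wide average of all tested compounds plus 3 SD, cut at about 25% in these data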;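 also: 0% = enzyme with DMSO only and 100% = wells lacking PAFAH1B3 protein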
# PREPL inhibitor: PREPL enzyme inhibitors, primary screen, biochemical, fluorescence polarization; Prolyl endopeptidase-like (Homo sapiens), Q4J6C6; recombinant PREPL, fluorescence polarization activity-based probe; inhibition, % at 5.96 µM; 320,000 tested, 0.68% active; AID 2751, 2010; in the data active = inhibition above about 43%;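 also: 0% = enzyme with DMSO and 100% = wells lacking enzyme; many of its hits are not listed in these tables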
# PAFAH1B2 inh: PAFAH1B2 enzyme inhibitors, primary screen, biochemical, fluorescence polarization, human | Platelet-activating factor acetylhydrolase IB subunit alpha2 (Homo sapiens), P68402 | recombinant PAFAH1B2, FP-rhodamine activity probe | inhibition, % at 3.39 µM | 340,000 tested, 1.2% active | AID 492953, 2010;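 active = inhibition above the mean of all tested compounds plus 3 SD, cut at about 24% in these data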;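 also: 0% = enzyme with DMSO and 100% = wells lacking PAFAH1B2; many of its hits are not listed in these tables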
# Target sequence (P68402 whole entry, looked up): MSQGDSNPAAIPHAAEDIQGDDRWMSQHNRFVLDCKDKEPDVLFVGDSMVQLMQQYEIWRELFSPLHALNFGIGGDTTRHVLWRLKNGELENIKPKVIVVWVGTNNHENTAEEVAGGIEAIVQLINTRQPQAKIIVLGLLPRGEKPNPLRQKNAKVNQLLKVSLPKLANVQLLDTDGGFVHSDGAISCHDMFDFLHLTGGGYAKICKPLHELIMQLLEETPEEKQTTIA
# PAFAH2 FP inh: PAFAH2 enzyme inhibitors, primary screen, biochemical, fluorescence polarization, human; Platelet-activating factor acetylhydrolase 2, cytoplasmic (Homo sapiens), Q99487; recombinant PAFAH2, FP-rhodamine activity probe; inhibition, % at 3.39 µM; 340,000 tested, 0.99% active; AID 492956, 2010;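 active = inhibition above the mean over all tested compounds plus 3 SD, cut at about 30% in these data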;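 also: inhibitors block probe labeling of enzyme so polarization drops; 0% = enzyme with DMSO and 100% = wells lacking PAFAH2 protein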
# pPAFAH FP inh: pPAFAH enzyme inhibitors, primary screen, biochemical, fluorescence polarization, human | 330,000 tested, 1.5% active | AID 463082, 2010 | Platelet-activating factor acetylhydrolase (Homo sapiens), Q13093 | inhibition, % at 3.39 µM | recombinant pPAFAH, FP-rhodamine probe fluorescence polarization;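 active = inhibition above the mean inhibition across the screen plus 3 SD, cut at about 25% in these data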;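 also: inhibitors block binding of the rhodamine activity-based probe so polarization drops; 0% = enzyme with DMSO and 100% = wells lacking pPAFAH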
# Target sequence (Q13093 whole entry, looked up): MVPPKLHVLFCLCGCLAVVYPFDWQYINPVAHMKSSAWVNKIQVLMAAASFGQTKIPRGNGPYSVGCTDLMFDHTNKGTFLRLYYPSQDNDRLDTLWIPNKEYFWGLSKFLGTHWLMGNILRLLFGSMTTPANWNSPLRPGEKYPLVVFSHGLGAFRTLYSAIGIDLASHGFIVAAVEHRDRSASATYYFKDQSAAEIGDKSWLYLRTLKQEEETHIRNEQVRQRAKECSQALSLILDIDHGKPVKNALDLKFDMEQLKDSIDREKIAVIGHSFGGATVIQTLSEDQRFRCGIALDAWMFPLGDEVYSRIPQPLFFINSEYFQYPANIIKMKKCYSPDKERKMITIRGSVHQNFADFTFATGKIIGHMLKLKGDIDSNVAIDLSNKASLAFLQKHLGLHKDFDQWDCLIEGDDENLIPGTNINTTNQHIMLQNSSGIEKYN
# LYPLA1 inh: LYPLA1 inhibitors, primary screen, counter-screen for PME1 inhibitor project, biochemical, fluorescence polarization, FP-Rh probe ABPP. Acyl-protein thioesterase 1 (Homo sapiens), O75608. recombinant LYPLA1. inhibition, % at 5.9 µM. 320,000 tested, 0.16% active. AID 2174, 2009;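 active = inhibition above the mean of all tested compounds plus 3 SD, set per campaign, cut at about 14% in these data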;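 also: inhibitors block serine hydrolase probe labeling of LYPLA1 so polarization falls; 0% = enzyme with DMSO and 100% = wells lacking LYPLA1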
# PAD4 inh: human PAD4 inhibitors, primary screen, biochemical, fluorescence polarization, 1536-well format; Protein-arginine deiminase type-4 (Homo sapiens), Q9UM07; recombinant PAD4, RCA probe fluorescence polarization; inhibition, % at 6.36 µM; 330,000 tested, 0.41% active; AID 485272, 2010;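 active = percent inhibition above a cutoff equal to the mean of all tested compounds plus 3 SD, cut at about 15% in these data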;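 also: 0% = PAD4 with RCA probe and DMSO and 100% = probe without PAD4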
# GSTO1 counter: inhibitors of recombinant GSTO1, primary screen, counter-screen for RBBP9 inhibitor project, biochemical, fluorescence polarization | 300,000 tested, 1.1% active | activity-based probe fluorescence polarization | inhibition, % at 5.96 µM;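 active = inhibition above the campaign mean inhibition plus 3 SD, cut at about 35% in these data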;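 also: 0% = GSTO1-1 with DMSO and 100% = wells lacking GSTO1-1 enzyme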
# Target sequence (P78417 whole entry, looked up): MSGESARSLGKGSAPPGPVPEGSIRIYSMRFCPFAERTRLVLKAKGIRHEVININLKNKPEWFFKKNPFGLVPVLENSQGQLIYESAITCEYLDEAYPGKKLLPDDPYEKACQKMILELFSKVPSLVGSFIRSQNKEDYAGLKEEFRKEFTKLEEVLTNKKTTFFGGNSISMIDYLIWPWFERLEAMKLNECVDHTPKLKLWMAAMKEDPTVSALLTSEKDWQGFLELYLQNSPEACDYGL
# LYPLA2 counter: LYPLA2 inhibitors, primary screen, counter-screen for PME1 inhibitor project, biochemical, fluorescence polarization, FP-Rh probe ABPP | recombinant LYPLA2 | inhibition, % at 5.9 µM | 320,000 tested, 0.38% active | AID 2177, 2009;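 active = inhibition above the screen-wide mean plus 3 SD, limit set per campaign, cut at about 26% in these data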;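 also: 0% = LYPLA2 with DMSO and 100% = wells lacking LYPLA2 enzyme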
# The depositor's hits bear a star; . = no result given.
no.	compound	PAFAH1B3 inh	PREPL inhibitor	PAFAH1B2 inh	PAFAH2 FP inh	pPAFAH FP inh	LYPLA1 inh	PAD4 inh	GSTO1 counter	LYPLA2 counter
1	Cc1noc(C(=O)Nc2c(C)nn(Cc3ccccc3)c2C)c1Cl	3	-12	4	3	-4	1	-2	-2	2
2	O=C(Nc1ccccc1N1CCCC1)c1cccnc1Cl	8	6	5	4	2	3	-1	10	-1
3	N#C/C(=C\c1ccc2c(c1)OCCO2)C(=O)NC1CCCCC1	3	17	3	-2	0	-2	1	-1	1
4	CC1CCN(CCCNC(=O)CN2C(=O)CSc3ccc(S(=O)(=O)N4CCCCC4)cc32)CC1	4	11	-2	-3	6	0	-4	1	-2
5	CCCC(=O)Nc1ccc(N2CCN(C(=O)c3ccccc3C)CC2)cc1	3	1	-1	12	-3	0	0	3	8
6	CC(C)OC(=O)CSc1nnc(CNc2ccc(Cl)cc2)n1Cc1ccccc1	-2	2	14	2	8	-2	-1	1	2
7	Cc1onc(-c2c(F)cccc2Cl)c1C(=O)OCc1nnc(-c2ccccc2)o1	7	2	5	8	2	0	0	.	1
8	O=S(=O)(/N=C(/Nc1ccccc1)C(F)(F)F)c1ccccc1	1	11	2	2	-3	-1	-1	5	-8
9	Cc1cc(-c2ccc(Cl)cc2Cl)c(C#N)c(=O)[nH]1	4	-29	4	4	1	-2	-3	6	-7
10	O=C(Nc1cc(S(=O)(=O)N2CCCC2)ccc1OCC(F)(F)F)c1ccccc1F	5	-3	0	0	1	-4	2	1	-4
11	CCOC(=O)C1=C(C)OC2(O)c3ccccc3C(=O)C12O (stereo unspecified)	.	-2	.	.	2	3	-15	74*	-2
12	COc1ccc(N2C(=O)C3CCCN3C2=O)cc1 (stereo unspecified)	11	-5	2	-4	2	0	-3	0	4
13	COc1cc2c(cc1NC(=O)COC(=O)c1ccc(C(C)(C)C)cc1)oc1ccccc12	10	4	-1	-8	-3	0	-2	2	4
14	CC1=CC(=O)C(C(C)=Nc2ccccc2Cl)C(=O)O1 (stereo unspecified)	0	13	5	5	-2	0	-3	12	-1
15	O=C(CC(c1ccccc1O)N1CCCCC1)N1CCCCC1 (stereo unspecified)	6	4	4	-2	2	-1	0	-1	7
16	CCCCCC(=O)c1c(C)[nH]c(C(=O)OCC)c1C	-4	-4	4	-1	2	-2	1	-5	-2
17	O=C1Nc2ccc(F)cc2C12Nc1ccccc1-c1nnc(SCc3ccccc3)nc1O2 (stereo unspecified)	0	3	14	17	13	-3	-3	10	7
18	COc1ccccc1CN1CC(C(=O)N(C)CCc2nc3ccc(F)cc3[nH]2)CCC1=O (stereo unspecified)	3	7	1	0	4	-5	0	5	-2
19	CCN(CCCNC(=O)C1CCC(=O)N1C1CCCC1)c1cccc(C)c1 (stereo unspecified)	5	-4	1	-4	1	2	-2	5	0
20	CC(C)C[C@H](NC(=O)c1nc[nH]c1C(=O)NC1CCN(C(=O)OC(C)(C)C)CC1)C(=O)OCc1ccccc1	-2	2	6	8	8	-7	11	3	-15
21	Cc1ccccc1NC(=O)CN1C(=O)COc2ccc(Cl)cc21	9	-2	0	-5	-6	0	7	12	12
22	COc1cc2cc(Oc3ccc4ccc(=O)oc4c3)c(=O)oc2cc1O[C@@H]1O[C@H](CO)[C@@H](O)[C@H](O)[C@H]1O	20	7	8	15	50*	.	2	.	.
23	COC(=O)c1ccccc1NC(=S)N1CCC(N2CCCCC2)CC1	4	1	0	-9	1	3	-7	10	6
24	COc1ccc(C2c3[nH]c4ccccc4c3C[C@H]3C(=O)N(c4ccccc4C(=O)NCCN4CCOCC4)C(=O)N23)cc1 (stereo partly specified)	-3	6	0	-5	6	-1	5	7	9
25	CCC(OC(=O)c1nsc(Cl)c1Cl)C(=O)NCC1CCCO1 (stereo unspecified)	8	-1	2	-3	17	-2	1	5	0
26	CCOc1ccc(CSC(=N)N)cc1[N+](=O)[O-]	4	0	1	1	-3	-2	0	-7	-2
27	C/C(=N\NC(=O)c1ccccc1)c1ccc(N2CCCCC2)cc1	-1	-1	2	3	1	-1	1	-2	6
28	O=C(CN1CCOc2ccccc21)N1CCC(Cc2ccccc2)CC1	2	20	4	1	7	4	-3	10	7
29	Clc1ccc2oc(-c3cccnc3NCc3ccccc3)nc2c1	7	-5	7	3	0	-3	-4	0	1
30	Cc1c(OC(C)C(=O)NCCCN2CCOCC2)ccc2c3c(c(=O)oc12)CCC3 (stereo unspecified)	6	7	1	7	2	1	3	-5	5
31	COc1ccccc1CNC(=O)Cn1c(=O)oc2cc(Cl)ccc21	-1	10	4	-4	5	3	0	30	4
32	Cc1cccnc1NC(=O)CCNC(=O)c1ccccc1Cl	9	21	1	-1	5	-3	3	-1	1
33	CC(C)Cc1nnc(NC(=O)c2cccc(S(=O)(=O)N3CCOCC3)c2)s1	-4	17	1	3	-1	-1	-2	.	-4
34	CCN1CCN(CCC(=O)Nc2ccc(F)c(F)c2)CC1	1	-1	2	-3	3	2	1	7	2
35	COc1cc(NC(=O)C2CC3CCC2C3)c(OC)cc1Cl (stereo unspecified)	7	3	2	-7	4	-3	-1	4	-3
36	COc1cc(CN2CCNC(=O)C2CC(=O)N2CCCO2)cc(OC)c1 (stereo unspecified)	5	2	3	8	-1	-1	-8	0	-1
37	CCOC(=O)c1cc(-c2ccccc2)sc1NC(=O)CSc1nncs1	12	24	2	-6	24	-8	-2	-1	-5
38	Cc1ccc(S(=O)(=O)NCC(c2ccco2)N2CCOCC2)cc1 (stereo unspecified)	3	-7	1	0	3	-6	-3	9	-7
39	CCN(CCNC(=O)C1CCCN(S(=O)(=O)c2cnc[nH]2)C1)c1ccccc1 (stereo unspecified)	1	0	3	3	-3	4	-2	-4	5
40	CN(CCO)c1cc(N2CCN(C(=O)c3ccco3)CC2)c2nonc2c1[N+](=O)[O-]	-1	12	4	5	-1	1	2	16	4
41	COc1cccc(C2Oc3ccccc3C3CC(c4cccs4)=NN32)c1 (stereo unspecified)	.	17	.	.	2	-4	-1	5	-5
42	Cc1ccccc1-n1c(=O)cc(N2CCc3ccccc3C2)[nH]c1=O	5	26	10	3	4	1	-2	-4	1
43	CC(C)(C)OC(=O)n1cc(CCO)c2ccccc21	8	18	4	3	-4	2	0	.	2
44	Cc1cc(=O)[nH]c(-c2ccccc2O)n1	-4	15	1	7	1	1	-2	-4	-2
45	Cc1nn(C)cc1CN(C)C(=O)c1cc(COc2ccc(F)cc2F)on1	7	4	5	3	-1	2	1	5	2
46	Cc1ccc(C2(c3noc(CN4C[C@@H](C)O[C@@H](C)C4)n3)CCCC2)cc1	10	16	22	9	3	0	1	6	-2
47	O=C(N/N=C\c1ccco1)Nc1cccc(Cl)c1	0	1	5	-1	0	-1	-5	-2	-3
48	O=C(CSCCS(=O)(=O)c1ccc(Cl)cc1)Nc1ccccc1	2	-6	22	-4	0	-3	-4	10	-4
49	O=C(c1ccc(Oc2ccc(Cl)cc2)c([N+](=O)[O-])c1)N1CCCC1	8	30	6	1	11	1	-1	2	7
50	O=C1C2CCCCN2C(=O)N1CCCCN1CCN(c2ccccc2Oc2ccccc2)CC1 (stereo unspecified)	0	8	7	0	6	1	-4	0	2
51	COc1ccc(C2NC(=O)N(CCCC(=O)O)C(C)=C2C(=O)OCc2ccccc2)cc1 (stereo unspecified)	.	3	.	.	4	-1	-4	-2	0
52	Cc1ccc(C(=O)Nc2ccc(S(=O)(=O)NC3=NCCCCC3)cc2)cc1S(=O)(=O)N1CCOCC1	-3	-1	1	8	2	-4	-1	.	1
53	COc1ccc(S(=O)(=O)NN(C)c2ncc(C(F)(F)F)cc2Cl)cc1	-10	-8	15	8	-10	-1	2	10	-2
54	COc1ccc(CC(=O)Nc2ccccc2C(=O)N2CCOCC2)cc1OC	-1	-2	-1	-8	-6	-4	1	2	-5
55	COc1ccc(Cl)cc1NC(=O)c1cccc(NC(=O)CCC(=O)O)c1	7	2	11	-5	5	-4	1	-1	3
56	CC(OC(=O)CNS(=O)(=O)c1ccc2ccccc2c1)C(=O)N(C)c1ccccc1 (stereo unspecified)	-6	11	11	-4	12	-1	6	-7	1
57	CCC(=O)Nc1ccc(S(=O)(=O)Nc2ncccn2)cc1	12	-1	3	3	8	-1	1	5	-4
58	O=C1c2cnccc2CN1Cc1ccccc1	0	2	2	-3	3	2	0	-4	6
59	O=c1c2cc(NC(=S)NCc3ccccn3)ccc2nc2n1CCCCC2	3	6	-3	1	0	-1	-3	2	1
60	O=C(CSc1nnc(-c2ccccc2)n1-c1ccccc1)N1c2ccccc2Sc2ccccc21	13	-5	1	-7	3	-3	1	-2	-1

# Remaining list, next part
no.	compound	PAFAH1B3 inh	PREPL inhibitor	PAFAH1B2 inh	PAFAH2 FP inh	pPAFAH FP inh	LYPLA1 inh	PAD4 inh	GSTO1 counter	LYPLA2 counter
61	CCN(CC)C(=O)c1nc[nH]c1C(=O)N1CCC(C)CC1	3	8	-6	0	2	.	2	.	.
62	CCOC(=O)c1cccc(Nc2ncnc3ccc(C)cc23)c1	-1	2	3	-3	-9	-3	-5	-5	0
63	CCC(CC)C(=O)NCc1ccc2c(c1)cc(C)n2C	8	6	1	3	-2	1	-5	-2	2
64	COc1ccc(CC(=O)NC(C)(C)C)cc1S(=O)(=O)N1CCOCC1	11	-9	6	1	-4	1	-2	1	0
65	O=C(NC1CCCCC1)c1ccc(S(=O)(=O)NCc2ccco2)cc1	0	-5	-1	0	6	-3	-3	-7	6
66	COc1ccc(S(=O)(=O)N2CCCN(CC(=O)Nc3cc(NC(C)=O)ccc3OC)CC2)cc1	6	14	-2	0	-1	-1	2	2	-4
67	CCOC(=O)Cc1nnc(NC(=O)CSc2nncn2C)s1	-2	-1	-5	1	5	-5	4	7	-10
68	O=C(Oc1cccnc1)c1ccccc1[N+](=O)[O-]	5	9	-1	-10	-5	-2	-2	-2	-18
69	CC(C)c1ccccc1NC(=O)CSc1n[nH]c(=O)n1C1CC1	0	17	-2	8	-6	1	-13	.	-6
70	CCCCC(=O)Nc1ccc2c(c1)nc1n2CCSC1	-4	7	6	9	6	0	1	8	3
71	COc1cccc(C2=CC(=O)C[C@H](c3ccc(F)cc3)C2)c1	6	11	-1	2	8	-1	4	.	3
72	CC(=O)N(c1ccc(C(C)C)cc1)C1C=CS(=O)(=O)C1 (stereo unspecified)	8	4	0	5	0	2	-1	2	1
73	O=C(OCC(=O)N1CCC(Cc2ccccc2)CC1)c1cccnc1Cl	5	-7	3	0	5	.	-1	.	.
74	C/C(=N\NC(=O)CN1CCCCC1)c1cccc([N+](=O)[O-])c1	1	15	3	0	-7	-1	-3	-5	-6

# A portion of the library, so the mix of outcomes need not match the whole.
